# V1R ag counter – V1a receptor agonism, counter-screen for OXTR agonists; P37288; CHO-V1R cells, Fluo-8 calcium fluorescence, agonist mode; 0% DMSO, 100% 3 nM vasopressin; activation, % at 3 µM; hit rate 0.25% among 320,000;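 active = activation above the mean activation of all tested compounds plus 3 SD, per screening run, cut at about 20% in these data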;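 also: signal is peak over basal fluorescence ratio across a 100 second FLIPR read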
# Target sequence (P37288 whole entry, looked up): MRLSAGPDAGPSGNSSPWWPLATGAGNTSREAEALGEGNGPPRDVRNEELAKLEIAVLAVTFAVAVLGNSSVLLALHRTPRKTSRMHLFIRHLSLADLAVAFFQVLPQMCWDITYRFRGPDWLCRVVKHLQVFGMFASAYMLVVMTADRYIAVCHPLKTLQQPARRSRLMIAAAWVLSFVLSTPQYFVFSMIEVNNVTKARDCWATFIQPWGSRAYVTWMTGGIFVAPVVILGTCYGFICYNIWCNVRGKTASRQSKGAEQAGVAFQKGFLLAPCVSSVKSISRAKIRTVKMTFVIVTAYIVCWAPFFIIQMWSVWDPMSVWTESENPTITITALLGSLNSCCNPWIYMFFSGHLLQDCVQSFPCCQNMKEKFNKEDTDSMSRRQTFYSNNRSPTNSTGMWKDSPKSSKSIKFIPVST
# CHO parental Ca – counter-screen for OX1R antagonists: effect in parental CHO cells. parental CHO-K1, ATP-induced calcium, Fluo-8 fluorescence. inhibition, % at 5.6 µM. hit rate 0.63% among 330,000. AID 463079;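 active = inhibition above that plate's mean sample inhibition plus 3 SD, cut at about 26% in these data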;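 also: 0% = ATP-challenged DMSO wells and 100% = DMSO wells without ATP; some compounds past the cut are filed as inactive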
#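 material = parental CHO cells | also added = ATP as calcium-mobilizing challenge | dosing = single point at 5.6 µM | detection = intracellular calcium via Fluo-8 no-wash fluorescent dye | read-out = % inhibition | benchmarks = low control ATP plus DMSO, high control DMSO only | repeats = one well per compound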
# GPR7 antag – antagonists of human GPR7 (neuropeptides B/W receptor 1). P48145. inhibition, % at 4.4 µM. hit rate 1.1% among 290,000. GPR7-expressing cells, fluorescence antagonist assay; in the data active = inhibition above about 16%, passing the limit was not always enough;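 also: cells stimulated with the agonist NPW; 0% = agonist with vehicle and 100% = vehicle without agonist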
# Target sequence (P48145 whole entry, looked up): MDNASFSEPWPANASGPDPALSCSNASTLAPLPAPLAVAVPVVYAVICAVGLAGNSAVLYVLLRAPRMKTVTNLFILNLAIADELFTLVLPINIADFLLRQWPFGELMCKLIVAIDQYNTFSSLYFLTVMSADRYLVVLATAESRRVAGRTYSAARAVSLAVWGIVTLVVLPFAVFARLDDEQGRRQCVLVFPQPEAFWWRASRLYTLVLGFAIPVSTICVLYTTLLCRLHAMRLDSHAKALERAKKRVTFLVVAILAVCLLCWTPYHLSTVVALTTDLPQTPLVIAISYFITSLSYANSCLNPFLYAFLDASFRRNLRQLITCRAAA
# TAAR1 antagonist – antagonists of human TAAR1 | Q96RJ0 | CHO RD-HGA16 TAAR1, Fluo-8 calcium fluorescence, antagonist | inhibition, % at 3 µM | hit rate 1.5% among 360,000 | AID 624466;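 active = inhibition above a per-plate cutoff, the mean inhibition of test compounds on that plate plus 3 SD, cut at about 49% in these data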;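 also: 0% = DMSO plus EC80 beta-PEA response and 100% = DMSO alone without agonist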
# Target sequence (Q96RJ0 whole entry, looked up): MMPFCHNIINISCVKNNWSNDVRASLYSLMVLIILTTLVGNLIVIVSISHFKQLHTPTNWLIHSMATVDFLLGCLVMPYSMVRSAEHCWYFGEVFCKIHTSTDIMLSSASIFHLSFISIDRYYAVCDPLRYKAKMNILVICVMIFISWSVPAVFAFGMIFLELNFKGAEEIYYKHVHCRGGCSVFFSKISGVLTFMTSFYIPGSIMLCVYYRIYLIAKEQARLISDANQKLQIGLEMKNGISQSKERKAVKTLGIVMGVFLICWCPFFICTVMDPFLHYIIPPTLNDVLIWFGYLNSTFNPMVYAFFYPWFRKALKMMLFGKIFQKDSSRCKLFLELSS
#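 Test system – hTAAR1-expressing CHO RD-HGA16 cells, Gα16-coupled · Reagent – β-PEA at EC80 concentration, post-compound challenge · Compound dosing – 3 µM, single point · Timing – 140 s kinetic read after compound, 140 s after agonist · Detection – Fluo-8 intracellular calcium dye fluorescence, real-time kinetic reads · Control set – DMSO and EC80 PEA controls · Repeats – n of 1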
# OXTR ag – activates the human oxytocin receptor; CHO-OTR cells, Fluo-8 calcium fluorescence; normalized: DMSO 0%, oxytocin 100%; activation, % at 3 µM; hit rate 0.32% among 320,000; AID 2435; P30559;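 active = activation above the mean of all tested compounds plus 3 SD, cutoff set per screening run, cut at about 20% in these data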;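 also: peak over basal fluorescence ratio from a 100 s FLIPR kinetic read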
# OXTR potentiate – human OXTR potentiation; P30559; CHO-OTR cells, Fluo-8 calcium fluorescence, potentiator mode; 0% = oxytocin EC15, 100% = EC100; activation, % at 3 µM; hit rate 0.061% among 320,000;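 active = activation above that plate's cutoff, the mean activation of tested compounds plus 3 SD, cut at about 6.6% in these data, passing the limit was not always enough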;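 also: 100% uses oxytocin at 75 nM as the full agonist control; some results filed as inactive read as strong as hits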
#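 Material: human OTR in CHO cells. Compound: 3.0 µM, one dose. Timing: compound 6 min at room temperature before oxytocin, 100 s read. Evaluation: % activation of max/min ratio relative to oxytocin controls. Replication: single well per compound, singlicate. Signal: Fluo-8 calcium dye fluorescence.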
# CHO-K1 Ca PAM – counter-screen for M1 PAMs: effect in parental CHO-K1 cells; AID 602247; hit rate 0.02% among 360,000; activation, % at 3 µM; ATP EC20, Fluo-8 calcium fluorescence; 0% at ATP EC20, 100% at ATP max;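 active = activation above the run cutoff, the mean activation of all test compounds plus 3 SD, cut at about 40% in these data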;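 also: peak over basal fluorescence ratio in a 140 s read after ATP addition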
# CHO-K1 Ca antag – nonselective inhibitor or artifact in parental CHO-K1 cells. ATP-induced calcium, Fluo-8 fluorescence. hit rate 0.6% among 360,000. inhibition, % at 3 µM;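 active = inhibition above a per-plate cutoff, the plate's mean sample inhibition plus 3 SD, cut at about 24% in these data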;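 also: 0% = DMSO plus EC80 ATP and 100% = DMSO alone without ATP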
# CHO-K1 Ca ag – counter-screen for M1 agonists: effect in parental CHO-K1 cells; Fluo-8 calcium fluorescence; scaled to maximal ATP response, vehicle zero; activation, % at 3 µM; hit rate 0.48% among 360,000; in the data active = activation above about 15%;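 also: untransfected CHO-K1 host cells lacking M1 receptor as counterscreen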
# An asterisk follows results filed as active; / = not tested or not shown.
cpd	compound	TAAR1 antagonist	CHO-K1 Ca PAM	GPR7 antag	CHO-K1 Ca ag	OXTR ag	CHO parental Ca	OXTR potentiate	V1R ag counter	CHO-K1 Ca antag
1	Cc1nnsc1NC(=O)OCC(C)(C)C	-13.7	5.1	4.8	0.7	-0.1	-7.7	-3.8	0.9	0.5
2	COc1cc(C(=O)OC2CSCC2NC(=O)c2ccccc2)cc(OC)c1OC (stereo unspecified)	8.5	9.7	-7.3	2.6	-2.0	-20.2	-10.1	0.4	-0.9
3	CC(=O)n1cc([C@H]2C=C(C(=O)N3CCOCC3)O[C@@H](OCc3ccc(CO)cc3)C2)c2ccccc21	51.8*	-10.9	0.2	5.7	3.7	-12.2	-15.7	0.9	-7.9
4	Cc1ccc(N/C=C(\[N+](=O)[O-])S(=O)(=O)c2ccccc2)cc1	2.1	-3.9	-13.5	-0.5	1.1	-14.5	-19.0	-0.2	7.5
5	COc1ccc(NC(=O)CN(c2c(C)cccc2C)S(C)(=O)=O)cc1	-25.2	-3.3	2.2	0.2	0.7	-13.8	4.7	2.8	-1.7
6	COc1ccccc1C(=O)Nc1ccc(Br)cc1C	-0.8	26.6	-12.6	0.3	-1.1	-29.2	-6.2	-0.3	-21.0
7	Nc1cc(N)nc(SCCc2ccccc2)n1	9.7	-3.5	-2.4	0.2	-0.2	-5.1	-8.3	0.2	-4.8
8	CC(OC(=O)c1cccc(S(=O)(=O)N2CCCCC2)c1)C(=O)NCC1CCCCC1 (stereo unspecified)	-28.1	-1.5	/	0.5	/	/	/	/	10.2
9	COc1ccc(S(=O)(=O)N(Cc2ccccc2)c2ccccc2C(=O)N2CCOCC2)cc1	-1.8	-0.1	-1.6	0.9	0.5	-20.3	-13.8	1.0	-2.6
10	OCC1(Cc2cccc(Cl)c2)CCCN(Cc2cn[nH]c2C2CCCCC2)C1 (stereo unspecified)	-12.1	13.0	6.5	0.8	0.5	-13.9	-4.5	-0.8	-4.0
11	NS(=O)(=O)c1ccc(CNC(=S)NC2CC2)cc1	-7.3	26.3	-14.0	0.0	0.6	11.1	-2.5	0.7	-6.6
12	CCOc1ccc(CN(C)C(=O)[C@H](Cc2ccccc2)NC(=O)OCc2ccccc2)cc1OC	62.0*	13.1	2.1	6.0	3.0	-16.2	-11.2	5.1	-8.1
13	CCOc1cccc(C2/C(=C(/O)c3ccc4c(c3)CC(C)O4)C(=O)C(=O)N2Cc2cccnc2)c1 (stereo unspecified)	0.6	26.4	-0.7	1.0	-0.2	-15.4	-7.2	-0.5	-10.9
14	Cc1ccc(S(=O)(=O)N2CCOCC2)cc1NC(=O)CN1CCN(C)CC1	5.7	9.7	/	0.3	-0.1	3.5	-4.0	0.2	-4.8
15	Cc1ccc(NC(=S)NCc2ccc3c(c2)OCO3)cc1	-9.8	12.8	0.4	2.1	0.8	-10.1	-13.7	2.2	0.0
16	CC(=O)N1C(C(=O)O)CSC1c1cccc(C)c1 (stereo unspecified)	-13.7	12.6	-6.6	0.5	0.5	-17.5	-5.2	0.3	1.6
17	CCc1nc2c(OCCn3cccc3)cccn2c1N(C)C(=O)c1ccco1	-6.2	9.1	/	0.3	/	/	/	/	-5.7
18	CCOC(=O)c1c(NC(=O)C2CCN(S(=O)(=O)c3cccs3)CC2)sc(C)c1C	-15.3	15.1	-5.7	0.1	0.3	-31.3	0.5	0.5	-7.3
19	Cc1ccc(C(=O)n2nc(-c3ccco3)nc2N)cc1	-5.1	4.0	5.2	-0.2	-0.9	-2.8	-18.1	1.3	-8.9
20	CCOP(=O)(c1ccc(N(C)C)cc1)C(O)c1ccccc1 (stereo unspecified)	8.0	17.6	-6.2	0.4	-0.4	0.5	-15.7	1.1	-10.5

# Next section (two carried over from the part before).
cpd	compound	TAAR1 antagonist	CHO-K1 Ca PAM	GPR7 antag	CHO-K1 Ca ag	OXTR ag	CHO parental Ca	OXTR potentiate	V1R ag counter	CHO-K1 Ca antag
19	Cc1ccc(C(=O)n2nc(-c3ccco3)nc2N)cc1	-5.1	4.0	5.2	-0.2	-0.9	-2.8	-18.1	1.3	-8.9
20	CCOP(=O)(c1ccc(N(C)C)cc1)C(O)c1ccccc1 (stereo unspecified)	8.0	17.6	-6.2	0.4	-0.4	0.5	-15.7	1.1	-10.5
21	CCCCn1c(C2CCCCC2)nc2cc3[nH]c(=O)c(C(C)C)nc3cc21	23.3	13.8	-8.8	-0.1	-2.3	-36.9	-0.5	-1.3	-22.9
22	CCOc1ccc(CNCCCSc2ncccn2)cc1	-0.3	10.3	-20.9	0.3	0.3	-9.6	2.0	-0.2	-5.8
23	CCNCC(=O)N1c2ccccc2CCc2ccc(NC(C)=O)cc21	4.8	16.1	-10.6	-0.3	0.5	-0.1	-3.7	0.3	-12.7
24	Cc1csc(SCC(=O)Nc2ccccc2C)n1	1.1	11.7	/	0.4	0.3	-11.6	1.4	0.9	-8.9
25	Cc1ccc(S(=O)(=O)n2nc(C)c(Br)c2C)c(C)c1C	4.3	1.8	-12.2	-0.2	-1.4	38.1	-32.5	-0.7	1.1
26	CC(C)(C)OC(=O)NCCCC1=CC2=CC(=O)C(C)(OC(=O)c3ccco3)C(=O)C2=CO1 (stereo unspecified)	/	/	/	/	1.3	-5.6	-14.7	2.1	/
27	CC1CCCC(C)N1C(=O)COC(=O)c1n[nH]c(=O)c2ccccc12 (stereo unspecified)	-0.9	10.4	/	0.2	0.6	-18.7	-4.7	0.6	-14.2
28	COC(=O)c1c(NC(=O)CN2C(=O)NC3(CCc4ccccc4C3)C2=O)sc2c1CCCCC2 (stereo unspecified)	-3.3	-11.6	-7.2	-0.1	-0.4	-26.1	-6.0	0.7	21.2
29	CCCCNC(=S)NNC(=O)c1sccc1C	/	-15.2	-12.0	0.0	1.9	-2.3	-7.8	0.0	22.4
30	CCOC(=O)C(CCCOc1ccc(C)cc1)C(=O)OCC	9.0	16.4	-2.5	0.2	-1.1	-8.6	-8.6	0.6	-7.6
31	Cc1ccc(-c2noc(-c3c(C)noc3C)n2)cc1	-15.8	2.1	-13.7	-0.1	-2.3	-11.5	-0.1	0.6	-11.2
32	COc1ccc(/C=N/NC(=O)C2C3CCCCC32C)cc1OC (stereo unspecified)	19.2	-5.9	-17.5	1.7	-1.8	-23.0	-14.2	-0.5	-6.6
33	COc1ccc(S(=O)(=O)N2CCN(C(=O)NCc3ccccc3)CC2)cc1	18.3	9.3	4.1	0.7	-0.1	-15.0	-7.8	1.5	-0.9
34	CCOC(=O)c1c(NC(=O)CSc2nnc(CNc3ccc(Cl)cc3)o2)sc(C)c1C	1.9	5.7	-9.9	-0.2	-1.9	-13.8	-6.2	-0.5	-6.2
35	C=CCSc1nc2c(cc1C#N)CCC2	20.5	1.3	-7.8	1.6	-1.8	-6.0	3.0	-0.4	-13.5
36	Cc1ccc(S(=O)(=O)N2CCN(C(=O)CN3CCCC3)C2)cc1	4.0	14.9	-12.9	1.2	0.7	-6.7	-13.8	1.2	-1.5
37	Cc1cccc(C)c1NC(=O)Nc1nc(C(N)c2ccccc2Cl)cs1 (stereo unspecified)	7.8	27.0	/	3.4	/	/	/	/	-7.3
38	O=C(O)c1nn(CCOc2cccc(Cl)c2)c(=O)c2ccccc12	-4.4	-5.5	-10.3	5.4	1.4	-16.8	-9.7	2.4	-9.5
39	CN(CC(=O)Nc1ccccc1F)CC(=O)Nc1ccc(F)c(F)c1F	14.4	6.4	0.8	1.6	-0.5	1.3	-11.6	1.4	0.8
40	Cc1cc(/C=N/n2cnnc2)c(C)n1-c1ccc(OCc2ccccc2F)cc1	29.2	-8.9	9.0	7.8	1.8	56.1*	-15.6	5.9	18.3
41	O=C(c1cc2n(n1)C(C(F)(F)F)CC(c1ccco1)N2)N1CCc2ccccc2C1 (stereo unspecified)	7.1	20.0	11.4	1.0	8.0	-19.0	-28.2	7.6	-9.2
42	Cc1ccccc1OC1C(=O)N(Cc2ccc3c(c2)OCO3)C1c1sccc1C (stereo unspecified)	57.3*	11.0	-4.4	1.9	3.1	25.6	-11.6	2.7	-8.1
43	CC(C)(C)NC(=O)CSc1nncn1NCc1cccc2ccccc12	-7.6	8.4	4.3	2.0	2.4	-10.1	-1.1	0.9	-3.0
44	CCc1ccc2[nH]c(=O)c(CN(CCN(CC)CC)C(=O)Nc3ccccc3OC)cc2c1	-4.1	17.7	-7.4	0.7	0.1	-22.9	7.8	0.2	-0.9
45	C=CCNC(=S)N1CCN(c2ncc(C(F)(F)F)cc2Cl)CC1	-57.8	9.9	3.4	4.0	-0.8	-9.6	-11.9	2.6	-3.0
46	CC(=O)c1cccc(NC(=O)Nc2cc3sccc3n2C)c1	/	/	-6.4	/	-0.1	-4.2	-8.0	-0.5	/
47	O=C1CCC(=O)N1c1ccc(CSc2nnnn2C2CCCCC2)cc1	-7.4	21.1	-0.7	2.3	1.2	-4.7	-2.4	1.6	-9.1
48	CCCOc1ccc(Cc2c(Cl)nc(SC)nc2OC)cc1	-3.9	11.7	-18.2	-0.1	-1.0	-5.4	0.1	0.2	-0.9
49	O=c1c(-n2cncn2)c[nH]n1-c1cccc(Cl)n1	2.7	21.1	-2.3	0.7	0.6	-5.0	-0.8	0.7	0.7
50	Cc1cc([N+](=O)[O-])nn1Cn1nc([N+](=O)[O-])cc1C	15.5	9.1	-3.5	0.0	0.6	16.8	-24.2	1.4	-8.3
51	O=C(Nc1ccc(S(=O)(=O)N2CCCCC2)cc1)C1CCCN(C(=O)c2ccc(Cl)cc2)C1 (stereo unspecified)	-3.9	7.5	-7.6	-0.7	2.4	-18.6	-4.8	5.3	-4.0
52	Cc1[nH]nc2c1C(c1cccc(O)c1)C1=C(CC(C)(C)CC1=O)N2 (stereo unspecified)	-9.6	5.6	6.7	-0.1	0.1	5.3	-8.3	2.3	-4.0
53	CCn1c(SCc2cc(=O)[nH]c3ccccc23)nc2c1c(=O)n(C)c(=O)n2C	16.2	-6.2	-16.1	-0.5	-0.4	-5.9	-7.4	0.2	-4.7
54	CC(C)c1ccccc1OCC(=O)Nc1ccccc1C(=O)N1CCOCC1	44.1	3.5	-9.2	6.0	0.0	-36.2	-7.7	-0.9	-0.7
55	COc1ccc(CCN(C)C2CCCN(S(C)(=O)=O)C2)cc1OC (stereo unspecified)	-28.6	-12.3	-6.5	-0.1	-0.1	-10.9	-4.0	0.5	-0.1
56	Cn1nc(C(=O)NCCCN2CCCCC2)c2c1-c1ccccc1SC2	-33.0	7.3	-7.5	0.7	2.5	-17.9	-1.8	1.9	-11.2
57	COc1ccc(CC(=O)N/N=C(\C)CC(=O)Nc2ccc(N(C)C)cc2)cc1OC	-14.9	26.8	12.4	3.3	0.1	-8.1	-16.8	1.2	-10.1
58	O=C1C(Cl)=C(N2CCOCC2)C(=O)N1c1ccccc1F	-22.9	25.5	-3.2	0.7	0.3	3.2	-5.5	1.1	-12.6

# Bioassay records (PubChem BioAssay)
